SENP6 inh: inhibitors of human SENP6 protease. Q9GZR1. Recombinant SENP6 catalytic domain, aminoluciferin luminescence. inhibition, % at 10 µM. hit rate 1.8% among 330,000. AID 2599;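 active means inhibition above about 50% at the single tested dose, limit read from the data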;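 further: plate controls were DMSO wells with enzyme for no effect and DMSO wells lacking enzyme for full effect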
Target sequence (Q9GZR1 628-1112 limits assumed): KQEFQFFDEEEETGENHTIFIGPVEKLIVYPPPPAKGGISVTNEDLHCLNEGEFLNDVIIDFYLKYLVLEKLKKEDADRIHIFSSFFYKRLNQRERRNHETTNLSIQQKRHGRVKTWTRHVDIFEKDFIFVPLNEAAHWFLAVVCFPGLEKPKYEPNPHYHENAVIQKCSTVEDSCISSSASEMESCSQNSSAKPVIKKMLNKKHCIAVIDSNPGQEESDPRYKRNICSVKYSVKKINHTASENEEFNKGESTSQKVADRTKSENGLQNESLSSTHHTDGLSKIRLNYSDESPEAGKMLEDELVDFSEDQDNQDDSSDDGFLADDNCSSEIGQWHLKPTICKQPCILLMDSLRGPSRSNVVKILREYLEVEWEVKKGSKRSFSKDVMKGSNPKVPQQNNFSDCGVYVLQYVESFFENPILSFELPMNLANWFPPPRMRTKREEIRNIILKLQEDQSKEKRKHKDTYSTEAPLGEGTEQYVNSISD
SENP1 inh: SENP1 (human) catalytic domain inhibition. Q9P0U3. hit rate 0.21% among 360,000. inhibition, % at 10 µM. recombinant SENP1 catalytic domain, CyPet-SUMO1-YPet FRET cleavage;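 active means inhibition at least 30% at 10 µM, raw YFP signal under a set limit, fluorescence ratio 0.5 to 1.5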;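 further: 0% = enzyme with DMSO and 100% = no enzyme wells; some results filed as inactive read as strong as hits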
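Test system: hSENP1 catalytic domain, recombinant; Amount: 20 pM final SENP1 enzyme; Medium: Tris pH 8 buffer plus EDTA, NaCl, BME, BSA, NP40, catalase; Schedule: 50 min enzyme reaction, room temperature, light-protected; Technique: FRET fluorescence in CFP and YFP emission channels; Controls: no-enzyme wells low, DMSO-plus-enzyme wells high control.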
ATG4B inh: blocks human ATG4B protease cleavage of LC3 substrate; hit rate 0.51% among 340,000; inhibition, % at 8.33 µM; ATG4B cleavage of LC3-PLA2, NBD-HPC fluorescence, 1 h; in the data active means inhibition above about 40%
Target sequence (Q9Y4P1 whole entry, looked up): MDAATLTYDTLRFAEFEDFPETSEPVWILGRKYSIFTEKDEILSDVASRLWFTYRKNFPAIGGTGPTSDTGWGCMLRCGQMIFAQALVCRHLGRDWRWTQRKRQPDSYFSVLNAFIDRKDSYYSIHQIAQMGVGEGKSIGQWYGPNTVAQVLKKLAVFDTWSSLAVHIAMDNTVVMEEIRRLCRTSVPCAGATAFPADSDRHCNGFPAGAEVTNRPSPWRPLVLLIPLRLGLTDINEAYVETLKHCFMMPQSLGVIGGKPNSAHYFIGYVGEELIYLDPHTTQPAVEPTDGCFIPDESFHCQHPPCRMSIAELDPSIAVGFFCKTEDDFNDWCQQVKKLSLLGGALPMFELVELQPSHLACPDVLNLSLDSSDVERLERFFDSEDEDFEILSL
PfG6PD inh: PfG6PD (Plasmodium falciparum) enzyme inhibition; hit rate 0.78% among 350,000; AID 504690; PfGluPho enzyme, NADPH resazurin-diaphorase fluorescence; inhibition, % at 20 µM;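 active means inhibition reaching at least a set limit at 20 µM in the primary screen, cut at about 59% in these data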;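 further: 0% = DMSO wells with substrate and 100% = DMSO wells lacking glucose-6-phosphate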
NR3A LBD binder: NR3A (human) ligand-binding domain modulation | Tm shift relative to glycine control, % at 25 µM | hit rate 2.5% among 340,000 | NR3A LBD differential scanning fluorimetry, Tm shift; 0% = protein alone, 100% = glycine-bound protein;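 active means melting temperature shift of at least 10% of the positive control shift, at one fixed dose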
hIAP act: human IAP activation | P09923 | purified human IAP, CDP-Star luminescence, 30 min; active compounds read high; 1 = vehicle-only enzyme, 0 = enzyme-free background | hit rate 0.16% among 330,000 | activation factor at 10 µM;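 active means activation factor of the enzyme at least 2-fold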; further: the source names both 10 and 20 µM as test concentration; values of inactives mirror those of a sister screen read the other way
SENP8 inh: blocks human SENP8 cleavage of Nedd8 substrate; recombinant SENP8, Nedd8 substrate fluorescence; Q96LD8; hit rate 0.64% among 360,000; inhibition, % at 20 µM; in the data active means inhibition mostly above about 40%, no sharp cut-off; inactive means mostly below about 27%
Target sequence (Q96LD8 whole entry, looked up): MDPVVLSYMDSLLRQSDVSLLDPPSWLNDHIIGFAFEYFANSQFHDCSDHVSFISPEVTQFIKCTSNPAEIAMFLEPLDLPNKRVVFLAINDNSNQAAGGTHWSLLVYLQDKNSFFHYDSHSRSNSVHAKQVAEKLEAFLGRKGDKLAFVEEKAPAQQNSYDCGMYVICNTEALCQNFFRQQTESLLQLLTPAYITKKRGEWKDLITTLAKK
MPTP inh: inhibitors of mitochondrial permeability transition pore; isolated mouse mitochondria, Ca2+ swelling absorbance, 30 min; inhibition, % at 10 µM; hit rate 1.4% among 360,000; AID 602449;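 active means inhibition of 50% or more, scaled per plate between neutral and stimulator controls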;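 further: 0% = DMSO wells given calcium and 100% = 1 mM EGTA wells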
* hit, by the source's call; · = no result given.

Below each compound – SENP8 inh	hIAP act	SENP6 inh	ATG4B inh	SENP1 inh	PfG6PD inh	MPTP inh	NR3A LBD binder
CC(C(=O)NCCc1ccc(S(N)(=O)=O)cc1)N1C(=O)CC(C)(C)Sc2ccccc21 (stereo not given)
    20.2	1.06	-12.1	1.7	0.2	-7.3	-0.3	-4.2
CCN(CC)C(=O)COn1c(SCC(=O)N(CC)CC)nc2ccccc2c1=O
    5.0	0.923	-3.6	-9.3	-1.4	0.9	1.5	-4.0
CCn1c(SCc2nc3ccccc3s2)nnc1-c1ccccc1
    -27.1	1.13	-9.3	-4.0	-21.8	18.5	1.6	-0.4
C/C(Cl)=C/Cn1c(N2CCCC2)nc2c1c(=O)n(C)c(=O)n2C
    5.5	0.999	-2.4	-2.0	0.6	-4.6	-0.8	1.7
O=C(CNC(=O)c1ccco1)OCc1ccc(Cl)cc1
    3.3	0.897	-13.9	-9.4	1.7	-27.9	-4.2	-2.1
CC1(C)Cc2c(C#N)c(NCC3CCCO3)nc(-c3ccco3)c2CO1 (stereo not given)
    -385.8	1.07	-4.8	-16.0	-41.8	19.6	1.0	-1.7
CN1C[C@@H]2C(c3ccc(C(F)(F)F)cc3)C3(c4ccccc4)CC2(C3)[C@H]1c1ccccc1 (stereo not given in full)
    8.5	0.83	-37.0	-10.0	2.4	13.9	8.7	0.8
COc1ccc(OC)c(/C(O)=C/C(=O)C(=O)Nc2cc(C)ccc2OC)c1
    -5.6	0.866	-12.1	6.3	1.0	-11.3	1.8	0.6
COc1ccc(S(=O)(=O)N(CC(=O)NCc2ccco2)C2CCCCC2)cc1OC
    0.6	1.05	-3.1	-17.1	-1.9	8.1	-0.6	·
CC(CCN(C)C)OC(=O)c1ccc(C(C)c2ccccc2)o1 (stereo not given)
    16.1	0.971	3.5	6.6	-1.5	-14.6	-0.1	5.4
CC(C)NS(=O)(=O)c1ccc(OCC(=O)Nc2ccc(F)cc2F)cc1
    3.9	1	-9.1	-2.0	3.1	-5.6	-0.8	-0.1
O=C(COc1ccccc1Cl)N1CCc2ccccc2C1
    1.5	0.939	0.6	6.1	-1.7	17.6	0.8	1.4
COc1ccc(NC(=O)CCc2ccc(OC)c(OC)c2)cn1
    13.6	0.879	-0.4	-2.4	-3.2	15.4	0.0	3.5
CNC(=O)c1nnsc1S(=O)c1ccc(Cl)cc1 (stereo not given)
    4.6	0.819	9.3	-2.9	3.6	31.6	-2.4	0.6
C=CCOc1ccc(/C=C\c2nc(O)c([N+](=O)[O-])c(=O)[nH]2)cc1OCC
    20.5	0.954	5.4	-4.6	-1.1	11.7	0.6	2.7
CC(C)c1ccc(C2C(C#N)=C(N)Oc3c2oc(CO)cc3=O)cc1 (stereo not given)
    5.6	1.01	10.5	-6.6	-19.6	-18.9	0.2	2.1
C/C(CC(=O)Nc1ccc2c(c1)OCCO2)=N\NC(=O)COc1ccc(Cl)c(C)c1
    17.7	0.891	15.6	-9.3	2.9	14.0	-2.1	-1.0
Cn1cc(Br)c(C(=O)N/N=C/c2cc3c(cc2Cl)OCO3)n1
    -51.6	1.3	3.1	-2.6	1.5	2.9	-2.0	-0.6
O=C(c1cn(-c2ccccc2)nc1-c1cccs1)N(CCO)Cc1ccccc1
    12.3	1.09	-14.4	-16.3	0.2	-2.0	-2.9	0.8
CC(NC(=O)c1ccc(CS(=O)(=O)c2cccc(C(F)(F)F)c2)o1)c1ccc2c(c1)OCCO2 (stereo not given)
    1.0	1.05	-14.0	-14.2	-0.3	4.5	0.8	-1.1
O=C1NCCN(CC2CCN(CCc3ccccc3)CC2)C1=O
    -1.9	·	·	·	-1.7	-8.2	-0.5	·
O=C(CCCc1ccccc1)N1CCc2ccccc21
    7.6	1.14	45.2	16.4	1.0	12.7	-1.3	1.6
O=C(CSc1ccc(-c2cccnc2)nn1)Nc1ccc(F)cc1
    3.6	0.959	-13.3	1.4	0.6	-1.9	0.8	-2.0
Cc1nn(CC(C)C)c(Cl)c1C(=O)N(C)CC(=O)Nc1ccc(Cl)cc1
    15.1	·	·	·	1.8	7.0	-0.8	·
CN(C)C(=O)CSc1nnc(-c2ccncc2)n1Cc1ccco1
    3.6	1.02	-35.6	0.2	0.1	4.3	-2.7	0.5
C#CCN1C(=O)C(O)(CC(=O)c2cccc(OC)c2)c2ccccc21 (stereo not given)
    -14.0	0.89	-5.9	-16.5	-1.1	0.5	0.1	0.2
O=C(Nc1cccc(F)c1)C1CCCN(S(=O)(=O)c2ccccc2)C1 (stereo not given)
    4.8	0.812	-3.7	-8.9	2.4	20.6	0.3	3.7
O=C(COC(=O)c1ccc(Br)o1)Nc1ccc(F)cc1[N+](=O)[O-]
    9.8	0.789	-0.1	-3.5	-2.7	8.6	0.9	1.2
O=C(Nc1ccc2c(c1)OCO2)OCc1ccccc1
    15.2	0.971	-22.5	2.2	0.6	14.0	-0.9	-0.8
Cc1cc(C)c(C)c(OCc2nc(-c3cccnc3)no2)c1
    3.3	1	0.1	6.2	-0.6	-2.4	7.4	1.9
O=[N+]([O-])c1ccccc1S(=O)(=O)Nc1ccn(Cc2c(F)cccc2Cl)n1
    5.0	0.934	-1.6	5.7	-2.6	-14.8	0.5	1.1
C[C@H](CO)N1C[C@H](C)[C@@H](CN(C)S(=O)(=O)c2ccccc2)Oc2ccc(NC(=O)C3CCCCC3)cc2C1=O
    1.2	1.04	-11.5	-9.4	0.2	2.5	-0.8	-1.2
CC(=O)N(C1=C(Cl)C(=O)c2ccccc2C1=O)C1CCCCC1
    -113.3	0.889	51.0*	-8.1	-13.0	115.8*	31.2	-5.4
O=c1[nH]c(CN2CCCCC2)ccc1O
    68.5*	·	·	·	-8.7	45.4	0.5	·
Cn1nnnc1SCC(=O)Nc1cc(C(C)(C)C)nn1-c1ccccc1
    9.8	1.08	3.3	-6.7	0.1	0.9	-4.3	1.2
CCCOc1ccc(N2CC(C(=O)Nc3ccc4c(c3)OCO4)CC2=O)cc1 (stereo not given)
    16.9	0.895	-3.8	1.8	-1.6	8.4	0.2	2.2
CCCCCN(C(=O)CSc1n[nH]c(-c2ccc(C)cc2)n1)c1c(N)n(CCCC)c(=O)[nH]c1=O
    -13.7	1.3	-14.1	2.7	-12.6	-5.1	0.3	1.6
COc1cc(/C=N\NC(=O)Cn2nnc3ccccc32)cc(OC)c1OC
    6.3	1.1	-4.2	3.4	1.1	-21.8	-1.2	3.4
CCc1ccc(-c2nc(CS(=O)CC(=O)NCc3ccc4c(c3)OCO4)c(C)o2)cc1 (stereo not given)
    -9.8	0.918	13.4	-0.6	-11.9	16.8	0.7	0.1
CC(c1nnc(SCC(=O)c2c(N)n(C)c(=O)n(C)c2=O)n1-c1ccc(Cl)cc1)N(C)C (stereo not given)
    15.5	0.898	6.6	-2.3	-1.6	34.8	0.4	2.1
CCOC(=O)N1CCC(NC(=O)c2cc(COc3ccc(F)cc3Cl)on2)CC1
    5.0	1.13	7.5	27.2	2.6	-19.8	2.5	2.1
Cc1ccc(-c2nnn(CC(=O)N(c3ccccc3)C(C(=O)NC(C)(C)C)c3cccs3)n2)o1 (stereo not given)
    13.6	0.962	9.6	-7.8	-0.6	-8.4	-2.3	-2.9
COCCCNC(=O)Cn1ccc(NC(=O)OCc2ccccc2)nc1=O
    1.0	1.06	-21.9	-1.4	5.9	-13.2	0.2	1.3
CC(C)C1Cc2c(sc3ncnc(NN)c23)CO1 (stereo not given)
    41.7*	1.07	3.2	5.8	2.7	11.7	-1.3	-3.9
CC(O)CC(C(=O)NNc1ccccc1)C(=O)NNc1ccccc1 (stereo not given)
    33.9	1.07	1.0	-2.1	1.6	-11.4	-0.2	-1.3
Cc1c(CCO)c(=O)[nH]n1S(=O)(=O)c1ccc(F)cc1
    4.3	0.852	-3.9	-3.6	-0.6	2.4	-0.1	1.8
COc1cc(C2NC(=O)NC(C)=C2[N+](=O)[O-])cc(OC)c1OC (stereo not given)
    17.8	0.885	1.4	1.0	2.4	-10.8	0.4	-0.1
CN(C)c1nc(N)c2ncc(=S)[nH]c2n1
    -247.5	0.86	14.1	0.7	-31.0	25.9	-0.4	2.4
CCc1ccc2oc(-c3cccc(NC(=O)c4cccnc4)c3)nc2c1
    12.3	0.991	61.2*	-3.5	0.1	14.6	-0.4	-5.2
Cc1sc(NC(=O)C2CCCO2)c(C#N)c1C (stereo not given)
    18.4	0.941	-9.1	-2.2	-4.5	19.4	-0.4	-0.2
C/C=C/Cn1c(N2CCCCCC2)nc2c1c(=O)[nH]c(=O)n2C
    23.2	0.829	-14.7	1.3	1.6	-28.7	-1.3	-1.4
COc1ccc(C2CC(c3ccccc3)=NN2c2ccc(S(N)(=O)=O)cc2)cc1OC (stereo not given)
    -388.2	1.46	0.0	-8.0	-127.3	21.1	-0.3	-3.9
COC(=O)/C=C/c1cc(F)ccc1S(=O)(=O)NC(C)(C)C
    7.7	1.09	0.1	3.8	2.7	-19.2	-0.1	-2.8
COc1ccc(OCCOc2ccc(C)nc2[N+](=O)[O-])cc1
    11.0	1.12	-13.8	-9.4	1.5	-20.5	0.7	2.7
COc1ccc2[nH]cc(C3N4CC5(C)CN3CC(C)(C4)C5=O)c2c1 (stereo not given)
    8.4	1.07	-4.2	5.5	2.1	-11.7	1.7	1.0
CC(OC(=O)c1cccc(S(=O)(=O)N(C)C)c1)C(=O)NCC(=O)Nc1ccc(F)c(F)c1F (stereo not given)
    8.6	·	·	-3.6	2.3	-23.9	0.5	0.1
C/C(N)=C(/C#N)C(=O)CSc1nnc(COc2cc(C)ccc2C)o1
    8.2	0.99	-5.7	0.3	-0.1	-5.8	0.0	-1.1
Oc1ccccc1C=NCCN=Cc1ccccc1O
    16.9	1.27	7.6	9.4	-5.4	7.2	-4.2	0.3
O=C(NCCCn1ccnc1)c1cccc(Br)c1
    5.8	1.04	12.8	8.5	-0.9	-7.2	0.6	0.6
O=C(NCCN1CCNC1=O)C1CCC(=O)N(Cc2cccc(C(F)(F)F)c2)C1 (stereo not given)
    13.1	1.16	0.2	21.6	2.8	-19.8	1.5	-2.1

(further entries)
Below each compound – SENP8 inh	hIAP act	SENP6 inh	ATG4B inh	SENP1 inh	PfG6PD inh	MPTP inh	NR3A LBD binder
COC(=O)c1cccc(NC(=O)CSc2nc3cccnc3n2C)c1
    9.6	0.933	-4.3	-5.8	-4.0	3.9	45.9	1.8
CCOC(=O)N1CCN(C(=O)CCc2cc(OC)c(OC)c(OC)c2)CC1
    13.7	1.06	0.0	-2.1	0.6	7.2	0.2	0.7
COc1ccc(N2CC(NS(=O)(=O)c3ccc(F)cc3)CC2=O)cc1 (stereo not given)
    -0.8	0.956	-4.1	-11.3	0.9	12.9	-0.3	-2.6
COc1cccc(CNC(=O)C2CCN(S(=O)(=O)N3CCCC3)CC2)c1
    8.9	0.956	-37.0	-10.6	-0.1	3.5	0.5	-0.6

Compound profiles (already shown). Order of screens: SENP8 inh	hIAP act	SENP6 inh	ATG4B inh	SENP1 inh	PfG6PD inh	MPTP inh	NR3A LBD binder
COc1cccc(CNC(=O)C2CCN(S(=O)(=O)N3CCCC3)CC2)c1 in the list: 8.9	0.956	-37.0	-10.6	-0.1	3.5	0.5	-0.6
COc1ccc(N2CC(NS(=O)(=O)c3ccc(F)cc3)CC2=O)cc1 (stereo not given) in the list: -0.8	0.956	-4.1	-11.3	0.9	12.9	-0.3	-2.6
CCOC(=O)N1CCN(C(=O)CCc2cc(OC)c(OC)c(OC)c2)CC1 in the list: 13.7	1.06	0.0	-2.1	0.6	7.2	0.2	0.7

3 compounds already listed, sorted by heavy-atom count, lowest first.
Below each compound – SENP8 inh	hIAP act	SENP6 inh	ATG4B inh	SENP1 inh	PfG6PD inh	MPTP inh	NR3A LBD binder
COc1ccc(N2CC(NS(=O)(=O)c3ccc(F)cc3)CC2=O)cc1 (stereo not given)
    -0.8	0.956	-4.1	-11.3	0.9	12.9	-0.3	-2.6
CCOC(=O)N1CCN(C(=O)CCc2cc(OC)c(OC)c(OC)c2)CC1
    13.7	1.06	0.0	-2.1	0.6	7.2	0.2	0.7
O=C(NCCN1CCNC1=O)C1CCC(=O)N(Cc2cccc(C(F)(F)F)c2)C1 (stereo not given)
    13.1	1.16	0.2	21.6	2.8	-19.8	1.5	-2.1
